PI4K2A inh: PI4K2A (human) kinase inhibition | Q9BTU6 | AID 1346378 | hit rate 0.13% among 420,000 | activity change, negative = inhibition, % at 76.9 µM | purified PI4K2A, ADP-Glo luminescence, 1 h; stronger effect = lower value; in the data active means activity change below about -50%; inconclusive means mostly about -30% to -49%;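 further: -100% = wells without enzyme as full effect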
Target sequence (Q9BTU6 whole entry, looked up): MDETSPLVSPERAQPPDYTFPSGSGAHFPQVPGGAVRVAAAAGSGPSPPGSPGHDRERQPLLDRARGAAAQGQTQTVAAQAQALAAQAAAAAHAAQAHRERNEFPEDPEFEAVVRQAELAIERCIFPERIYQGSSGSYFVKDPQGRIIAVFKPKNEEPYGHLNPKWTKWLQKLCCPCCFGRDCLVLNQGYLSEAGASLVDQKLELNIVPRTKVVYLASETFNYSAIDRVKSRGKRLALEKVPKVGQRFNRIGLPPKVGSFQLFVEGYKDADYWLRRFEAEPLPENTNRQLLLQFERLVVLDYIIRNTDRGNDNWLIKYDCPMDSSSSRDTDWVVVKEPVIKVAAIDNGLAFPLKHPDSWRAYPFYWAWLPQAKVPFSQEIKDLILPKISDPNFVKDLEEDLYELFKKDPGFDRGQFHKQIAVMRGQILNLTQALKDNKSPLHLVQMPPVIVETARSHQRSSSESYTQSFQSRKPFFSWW
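In this quantitative HTS, ADP production by PI4K2A was quantified luminescently after 1 h at ambient temperature; 100 microM adenosine served as plate-quality control.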
RGS4 inh: inhibitors of human regulator of G protein signaling 4; P49798; Transcreener GDP fluorescence polarization, RGS4-accelerated GTP hydrolysis; Potency, µM (highest dose often 114 µM), inactives show at the top dose activity change, negative = inhibition, hits mostly inhibitors; hit rate 0.039% among 390,000; further: potency means the concentration at half of the fitted maximal effect; on the % scale 0 is the no-effect control and ±100 the full control effect; nearly all actives have a fitted effect of over 75% in size; some results filed as inactive show a strong effect at the top dose
Target sequence (P49798 whole entry, looked up): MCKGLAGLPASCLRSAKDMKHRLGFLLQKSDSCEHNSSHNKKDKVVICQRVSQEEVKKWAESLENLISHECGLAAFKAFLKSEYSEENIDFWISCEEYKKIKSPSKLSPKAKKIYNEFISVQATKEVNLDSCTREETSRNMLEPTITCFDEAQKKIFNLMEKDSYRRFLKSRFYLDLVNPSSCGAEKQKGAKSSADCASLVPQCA
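MLSMR compounds (23 nl, pin-transferred) preincubated 10 min at room temperature with a 500nM (2x) first reagent, then RGS4 at 900nM (2x) plus Transcreener GDP mix added; fluorescence polarization (620/688 nm) read before and after 90 min at 30 °C.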
G9a inh: blocks human histone lysine methyltransferase G9a; hit rate 8.8% among 350,000; AID 504332; Q96KQ7; G9a H3K9 monomethylation, AlphaScreen, 2 h; Potency, µM (highest dose often 102 µM), inactives show at the highest dose activity, negative = inhibition, usual class: inhibitors; further: potency means the concentration at half of the fitted maximal effect; on the % scale 0 is the no-effect control and ±100 the full control effect; nearly all actives have a fitted effect of over 75% in size
Target sequence (Q96KQ7 913-1193 limits assumed): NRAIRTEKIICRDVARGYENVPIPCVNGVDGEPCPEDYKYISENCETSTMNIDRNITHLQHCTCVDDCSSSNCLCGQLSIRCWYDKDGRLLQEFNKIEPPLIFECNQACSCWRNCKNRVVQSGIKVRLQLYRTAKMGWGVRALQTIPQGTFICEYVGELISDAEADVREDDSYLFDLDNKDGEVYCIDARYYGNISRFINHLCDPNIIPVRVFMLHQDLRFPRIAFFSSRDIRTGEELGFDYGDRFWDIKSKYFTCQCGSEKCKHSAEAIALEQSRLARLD
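Chemiluminescent proximity detection of H3K9 monomethylation, read after 10 min bead incubation in the dark. Reaction: 20 nM G9a, 500 nM biotin-H3K9 peptide, 20 uM SAM cofactor, 2 h, room temperature, following 15 min enzyme-compound preincubation.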
BAZ2B inh: inhibitors of human BAZ2B bromodomain; Q9UIF8; AlphaScreen BAZ2B-H3K14Ac peptide displacement; Potency, µM (doses to about 114 µM), without a hit: top-dose activity change, negative = inhibition, actives largely listed as inhibitors; hit rate 4.4% among 360,000; AID 504333; further: potency means the concentration at half of the fitted maximal effect; on the % scale 0 is the no-effect control and ±100 the full control effect; nearly all actives have a fitted effect of over 60% in size
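AlphaScreen luminescence quantifies BAZ2B engagement of H3K14Ac peptide; the protein and biotinylated peptide are both at 50 nM final, buffer PBS pH 7.4 with 0.01% Tween-20, all steps at room temperature.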
JMJD2A Tudor: JMJD2A Tudor domain (human) inhibition; O75164; AlphaScreen JMJD2A-Tudor / H3K4me3 peptide binding; hit rate 4.4% among 390,000; Potency, µM (series often up to 114 µM), for inactives: at the top dose activity change, negative = inhibition, actives largely listed as inhibitors; further: potency means the concentration at half of the fitted maximal effect; on the % scale 0 is the no-effect control and ±100 the full control effect; nearly all actives have a fitted effect of over 50% in size
ERG Ets-DNA blk: inhibitors of human ERG Ets domain-DNA interaction. P11308. fluorescence polarization, His-ERG Ets domain / labelled DNA. hit rate 0.028% among 370,000. Potency, µM (highest dose often 76.9 µM), without a hit: top-dose FP activity, negative = inhibition, usual class: inhibitors. AID 624246; active means well fitted inhibition curve with a large enough effect in the polarisation, with a control signal flat; inconclusive means small, poorly fitted or top-dose-only effect, or effect the other way, or a change in a side signal; inactive means no such curve, though single readings can be large or run the other way; the % refers to the polarisation;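 further: polarization taken with two DNA probes labelled with fluorescein and Texas red; potency means the concentration at half of the fitted maximal effect; % of control where 0% means no effect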
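His-tagged ERG Ets domain (1 uM in the protein solution; 300mM KCl, 50mM Tris-HCl, 1mM EDTA, 1mM DTT, pH 7.5) received compound, then a probe mix of 5 nM fluorescein-DNA and 100nM Texas-615-DNA. Fluorescence polarization was read for both dyes.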
GLS inh: blocks human kidney-isoform glutaminase activity | O94925 | GLS enzymatic activity, qHTS titration | Potency, µM (doses to about 45.5 µM), for inactives: at the top dose activity change, negative = inhibition, most hits filed as inhibitors | hit rate 0.21% among 410,000 | AID 624170; further: potency means the concentration at half of the fitted maximal effect; on the % scale 0 is the no-effect control and ±100 the full control effect
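hKGA; 45 mM KH2PO4 pH 8.2 + 0.02% Tween-20; cpd via pin tool; 1 mM Gln soln; GluOx/HRP/Amplex Red; RT 30 min; fluor. t0 & final.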
HP1b chromo inh: inhibitors of HP1-beta chromodomain binding to methylated histone tails; AlphaScreen HP1-beta / biotin-H3K9me3 peptide binding; Potency, µM (series often up to 114 µM), for the others: at the top dose activity change, negative = inhibition, most hits filed as inhibitors; hit rate 0.56% among 390,000; P83916; further: potency means the concentration at half of the fitted maximal effect; nearly all actives have a fitted effect of over 70% in size; inactives centre near 23
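Compound inhibition of the preformed complex between 50 nM HP1-beta and 50 nM biotinylated H3K9me3 peptide was read by AlphaScreen. Buffer was PBS pH 7.4 with 0.01% Tween-20. Incubations ran 30 min at room temperature, with 10 ug/mL donor/acceptor beads.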
ALOX12 inh: inhibitors of human 12S-lipoxygenase ALOX12 | P18054 | purified 12hLO, xylenol orange hydroperoxide absorbance | Potency, µM (top dose mostly 108 µM), without a hit: top-dose activity change, negative = inhibition, usual class: inhibitors | hit rate 1.1% among 580,000; further: potency means the concentration at half of the fitted maximal effect; on the % scale 0 is the no-effect control and ±100 the full control effect
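Hydroperoxide product was detected by ferrous iron/xylenol orange as the 573 to 405 nm absorbance ratio. Arachidonic acid at 40 uM (final) was turned over for 30 min at room temperature by 150 nM human 12hLO, pH 7.0 Hepes buffer, after 15 min compound preincubation.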
* hit, by the source's call; ? = inconclusive; . = no result given; [ ] = another dose, or the depositor's remark. Unless noted, the call rests on the fitted dose curve; in most records, active means well fitted curve in the direction sought with a large enough effect; inconclusive means small, poorly fitted or top-dose-only effect, or another doubt; inactive means no such curve, though single readings can be large; an effect the other way counts as inactive or inconclusive. Not all compounds are listed; rates above refer to the full screens.

SMILES | PI4K2A inh | RGS4 inh | G9a inh | BAZ2B inh | JMJD2A Tudor | ERG Ets-DNA blk | GLS inh | HP1b chromo inh | ALOX12 inh
COc1cc2nc(CN3CCN(S(=O)(=O)c4ccc(Cl)cc4)CC3)[nH]c(=O)c2cc1OC | -4 | 4% | -1% | -25% | -21% | -11% | 1% | 19% | -9%
CCOC(=O)c1c(C)[nH]c(C)c1S(=O)(=O)N1CCCC(C(=O)NCc2ccc(Cl)cc2)C1 (stereo unspecified) | 4 | -2% | -33%[59 µM] | -21% | -33% | -14% | -7% | -7% | -16%
COC(=O)c1cc2occc2n1Cc1nc(-c2ccccc2Cl)oc1C | -3 | 2% | 3% | -5% | -17% | -3% | 0% | 32% | ?
CCOC(=O)N1CCC(NC(=O)c2cc(C(=O)Nc3ccc(OC)c(OC)c3)ccc2CO)CC1 | 7 | -15% | -26%[59 µM] | -8% | -9% | 3% | 3% | 24% | 26%
C#CCCOC(=O)N1C2=NC(C(=O)OC)=C(C(=O)OC)[C@@H]3N(C)c4ccccc4[C@]23C[C@H]1C(=O)OC | 0 | 1% | -3%[59 µM] | -3% | -20% | -12% | 17% | 47%[activator] | 0%
CC(=O)C1=C(C)Nc2ncnn2C1c1ccc(O)cc1 (stereo unspecified) | 6 | 5% | 7% | -2% | -9% | 1% | 23% | 37% | -9%
COc1cc2cc(CNc3ccccc3)c(=O)n(CC(=O)Nc3cccc(Cl)c3C)c2cc1OC | ? | -1% | ? | -13% | 1% | 2% | ? | 15% | 109%[activator]
O=C(NCCC1CCCCN1S(=O)(=O)c1ccccc1)C(=O)Nc1ccccc1F (stereo unspecified) | -5 | -21% | -7%[0.501 µM] | 10% | -3% | -2% | 1% | 26% | 8%
NC(=O)C1CN(S(=O)(=O)c2ccc(Cl)cc2F)c2ccccc2O1 (stereo unspecified) | 1 | 0% | 79µM* | -2% | -10% | -6% | 3% | 7% | -23%
Cc1cccc(OCC(=O)Nc2nonc2-c2ccc(Br)cc2)c1C | 2 | 18% | -2%[59 µM] | 1% | -21% | 3% | -6% | 34% | ?
COc1ccc(NC(=O)C2CCN(S(=O)(=O)c3ccc4c(c3)CCCC(=O)N4)CC2)cc1Cl | -1 | -5% | -6%[59 µM] | 9%[57.1 µM] | 1% | -1% | 1% | 27% | -5%
Cn1cnnc1SCC(=O)c1c[nH]c2ccccc12 | -7 | 5% | 13% | -3% | -17% | -10% | 0% | 16% | 6%
O=C(CSc1ncccn1)N/N=C/c1ccc(OC2CSC2)cc1 | -1 | -13% | -1% | -38% | -14% | -5% | -8% | 35% | -2%
CC(C)(C)C(=O)NCCCc1nc2ccccc2n1CCCOc1ccc(Cl)cc1 | -10 | 9% | 23%[59 µM] | 2% | -24% | 2% | 1% | 11% | 6%
COc1ccc(N2CCN(C(c3ccc4ncccc4c3)c3nnnn3C(C)(C)C)CC2)cc1 (stereo unspecified) | -5 | -18% | ? | 35µM* | ? | -11% | 34%[activator] | -12% | -13%
O=C(Oc1ccc(C(=S)N2CCOCC2)cc1)c1ccccc1F | -2 | ? | 25µM* | -26% | -10% | -8% | 0% | -2% | 5%
CCOC(=O)CNC(=O)Cn1cnc2c(nnn2-c2ccc(F)cc2)c1=O | -1 | 0% | 13%[2.33 µM] | -20% | 6% | 0% | 0% | 29% | 5%
Cc1nnc(C)n1/N=C/c1ccc2c(c1)OCCO2 | -1 | 4% | 1%[59 µM] | . | 13% | 3% | 7% | 43%[activator] | -22%
COc1cccc(OC)c1OCCN1CCN(C(c2ccccc2)c2ccccc2)CC1 | -5 | 33% | 15%[2.33 µM] | ? | -33% | -4% | 10% | 0% | ?
CCc1cccc(C)c1NC(=O)CCS(=O)(=O)c1cc(Br)cc2c1N(C(=O)C1CC1)CC2 | 0 | 27% | -23%[59 µM] | -28% | -17% | 0% | -3% | -11% | -29%
CC(C)CC1NC(=O)N(CC(=O)Nc2cc(S(=O)(=O)N3CCOCC3)ccc2Cl)C1=O (stereo unspecified) | -2 | -8% | . | . | 1% | 6% | 3% | 45%[activator] | 16%
CCCCCCCOc1ccc(OC(=O)c2cccnc2)cc1 | 0 | 6% | 14%[59 µM] | 3% | -7% | . | 15% | 46% | 19%
NC(=O)COC(=O)c1ccc(Oc2ccccc2)cc1 | -2 | 0% | -1%[12.7 µM] | -2% | -7% | 1% | -9% | 30% | 0%
COc1cc(C(=O)Oc2ccccc2/C=N/NC(=O)c2ccc(C)c(Cl)c2)cc(OC)c1OC | 2 | -6% | 51%[activator][59 µM] | -5% | -8% | -8% | -1% | 28% | 8%

In a second layout: entries from further up
structure: CCCCCCCOc1ccc(OC(=O)c2cccnc2)cc1
  PI4K2A inh = 0	RGS4 inh = 6%	G9a inh = 14%[59 µM]	BAZ2B inh = 3%	JMJD2A Tudor = -7%	ERG Ets-DNA blk = .	GLS inh = 15%	HP1b chromo inh = 46%	ALOX12 inh = 19%

structure: NC(=O)COC(=O)c1ccc(Oc2ccccc2)cc1
  PI4K2A inh = -2	RGS4 inh = 0%	G9a inh = -1%[12.7 µM]	BAZ2B inh = -2%	JMJD2A Tudor = -7%	ERG Ets-DNA blk = 1%	GLS inh = -9%	HP1b chromo inh = 30%	ALOX12 inh = 0%

(next part)
SMILES | PI4K2A inh | RGS4 inh | G9a inh | BAZ2B inh | JMJD2A Tudor | ERG Ets-DNA blk | GLS inh | HP1b chromo inh | ALOX12 inh
O=c1ccc(S(=O)(=O)N2CCCC2)cn1Cc1nc(-c2ccccc2)no1 | -2 | -11% | -6%[2.33 µM] | 7% | 1% | 10% | -1% | 45%[activator] | 3%
Cc1cc(NC(=O)CCCC(=O)O)nc(C)n1 | 0 | 13% | 1%[59 µM] | 1% | -14% | 1% | -4% | 26% | 20%
COc1ccc(CCn2c(=O)c3ccccc3n(CC(=O)Nc3cccc(C)c3)c2=O)cc1OC | 1 | 4% | -3%[59 µM] | 2% | -7% | 10% | -2% | 28% | -20%
C(=N\Nc1nn2cnnc2c2ccccc12)/c1ccco1 | -19 | -1% | -24% | 0% | -11% | -11% | 3% | 7% | 9%
CSCC(=O)N1CCCC(C(=O)c2cc(F)ccc2F)C1 (stereo unspecified) | -4 | 12% | ? | 28% | -3% | ? | 0% | 19% | -5%
O=C(c1ccccc1)N(Cc1cccs1)C1CCS(=O)(=O)C1 (stereo unspecified) | -3 | 2% | 1% | -3% | -5% | . | 0% | 24% | 0%
O=C1c2cccc3cccc(c23)C(=O)N1OS(=O)(=O)c1ccccc1 | -4 | 20% | 27%[59 µM] | 7% | -23% | -2% | -11% | 4% | 3%
COc1ccc(CNC(=S)Nc2ccc3nc(N4CCOCC4)cc(C)c3c2)cc1 | 1 | -7%[11.4 µM] | -51% | -36% | ? | -10% | 26% | 13% | ?
Cc1cccc2nc(CSc3nnnn3-c3ccccc3)cn12 | 5 | 13%[56.9 µM] | -12% | -2% | -27%[57.1 µM] | 4% | 3% | 61%[activator] | -9%
CC(C)C[C@H](NC(=O)c1nc[nH]c1C(=O)NCCCCCNC(=O)OC(C)(C)C)C(=O)OC(C)(C)C | 3 | -8% | 19%[12.7 µM] | -1% | -19% | -5% | -7% | 46%[activator] | -3%
COc1ccccc1NC(=O)NC(N)=O | -3 | -33% | -1%[12.7 µM] | -14% | 2% | -7% | 4% | 16% | 0%
CN(CC1CCOCC1)C(=O)CC1C(=O)NCCN1Cc1cccc(C(F)(F)F)c1 (stereo unspecified) | -6 | -17% | 3%[12.7 µM] | 3% | -6% | -2% | -8% | 49%[activator] | 5%
CCOC(=O)NC(=O)/C(C#N)=C\Nc1sccc1C(=O)OC | 2 | -8% | ? | ? | -15% | -5% | 24% | 9% | -11%
CCOc1cc(/C=N/O)cc(Br)c1OCC | -2 | -9% | -9%[59 µM] | 9% | 5% | 8% | 19% | 43%[activator] | -8%

Reprinted at random: 3 records from the list.
SMILES | PI4K2A inh | RGS4 inh | G9a inh | BAZ2B inh | JMJD2A Tudor | ERG Ets-DNA blk | GLS inh | HP1b chromo inh | ALOX12 inh
Cc1cccc2nc(CSc3nnnn3-c3ccccc3)cn12 | 5 | 13%[56.9 µM] | -12% | -2% | -27%[57.1 µM] | 4% | 3% | 61%[activator] | -9%
CCOC(=O)NC(=O)/C(C#N)=C\Nc1sccc1C(=O)OC | 2 | -8% | ? | ? | -15% | -5% | 24% | 9% | -11%
CCOc1cc(/C=N/O)cc(Br)c1OCC | -2 | -9% | -9%[59 µM] | 9% | 5% | 8% | 19% | 43%[activator] | -8%

Compounds shown so far that have two or more sulfur atoms:
SMILES | PI4K2A inh | RGS4 inh | G9a inh | BAZ2B inh | JMJD2A Tudor | ERG Ets-DNA blk | GLS inh | HP1b chromo inh | ALOX12 inh
O=C(CSc1ncccn1)N/N=C/c1ccc(OC2CSC2)cc1 | -1 | -13% | -1% | -38% | -14% | -5% | -8% | 35% | -2%
O=C(c1ccccc1)N(Cc1cccs1)C1CCS(=O)(=O)C1 (stereo unspecified) | -3 | 2% | 1% | -3% | -5% | . | 0% | 24% | 0%
